HTT aggregate: qHTS Multiplex Assay to Identify Dual Action Probes in a Cell Model of Huntington: Aggregate Formation (GFP). PC12 HttQ103-GFP aggregates, Acumen cytometry, 40 h. 220,000 tested, 1.1% active. Potency, µM (highest dose often 46.1 µM), inactives show at the top dose activity change, negative = inhibition, most hits filed as inhibitors; note: potency is the fitted concentration of half-maximal effect; % is set by controls: 0 for no effect and ±100 for the full control effect; nearly all actives have a fitted effect of over 60% in size
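Huntingtin Q103 exon 1–GFP aggregates in induced PC12 cells (100 nM tebufenozide) were quantified by cytometry from lysates, with compounds dosed in titration.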
HTT ATP protect: qHTS Multiplex Assay to Identify Dual Action Probes in a Cell Model of Huntington: Cytoprotection (ATP). 230,000 tested, 0.14% active. Potency, µM (titrated, usually from 56.4 µM), for the others: cytoprotection (ATP increase), hits mostly activators. AID 1471, 2008. PC12 HTT-Q103 induced, cytoprotection, ATP luminescence, 40 h;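 note: potency is the fitted concentration of half-maximal effect; % of control where 0% means no effect; nearly all actives have a fitted effect of over 45% in size; toxic huntingtin expression switched on by the ecdysone agonist tebufenozide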
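Rat PC12, Q103 Htt exon1-GFP fusion, ecdysone promoter; tebufenozide inducer 100 nM final; compound titration; qHTS, 1500 cells/well; ATPlite luminescent read.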
aGlu spleen mod: qHTS Assay for Inhibitors and Activators of Human alpha-Glucosidase From Spleen Homogenate | AID 2112, 2009 | human spleen homogenate, 4-MU-alpha-glucoside fluorescence | 240,000 tested, 0.006% active | Lysosomal alpha-glucosidase (Homo sapiens), P10253 | Potency, µM (top dose mostly 79.9 µM), for the others: at the highest dose activity change, negative = inhibition, usual class: inhibitors;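 note: potency is the fitted concentration of half-maximal effect; 0% = enzyme with vehicle and -100% = no enzyme basal signal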
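AC50 values come from Hill-equation fits of concentration-response data, normalized to no-enzyme and full-activity controls. Enzyme source: 1 ug human spleen homogenate; 1 mM fluorogenic 4-MU glucoside, pH 5.0 citrate buffer, 37 C, 40 min.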
CBFb RUNX1 block: qHTS Assay for Compounds Blocking the Interaction Between CBF-beta and RUNX1 for the Treatment of Acute Myeloid Leukemia; Runt-related transcription factor 1 (Homo sapiens) + Core-binding factor subunit beta …; AlphaScreen CBFb-His/RUNX1-biotin binding, biochemical; Potency, µM (top dose mostly 59.8 µM), inactives show top-dose activity, negative = inhibition, actives largely listed as inhibitors; 230,000 tested, under 10 active; AID 1477, 2009; note: % of control where 0% means no effect
Target sequence (Q01196 whole entry, looked up): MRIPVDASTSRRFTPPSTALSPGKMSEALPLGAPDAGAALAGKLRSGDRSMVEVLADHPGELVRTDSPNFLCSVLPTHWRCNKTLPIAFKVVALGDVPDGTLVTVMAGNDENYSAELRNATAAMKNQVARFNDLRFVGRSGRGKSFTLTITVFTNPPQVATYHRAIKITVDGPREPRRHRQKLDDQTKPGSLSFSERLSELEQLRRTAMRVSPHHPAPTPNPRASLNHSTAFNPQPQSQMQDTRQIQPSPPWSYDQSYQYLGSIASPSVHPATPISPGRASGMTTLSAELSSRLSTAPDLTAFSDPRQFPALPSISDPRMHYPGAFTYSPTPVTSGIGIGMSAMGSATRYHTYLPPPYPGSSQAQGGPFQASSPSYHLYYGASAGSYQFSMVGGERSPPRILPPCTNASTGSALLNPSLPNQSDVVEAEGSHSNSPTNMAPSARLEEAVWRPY
Target sequence (Q13951 whole entry, looked up): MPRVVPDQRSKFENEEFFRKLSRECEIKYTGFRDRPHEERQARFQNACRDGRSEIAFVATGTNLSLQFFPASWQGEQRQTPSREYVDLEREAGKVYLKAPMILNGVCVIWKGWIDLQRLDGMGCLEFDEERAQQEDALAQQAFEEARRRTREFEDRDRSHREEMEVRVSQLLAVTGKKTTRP
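AlphaScreen proximity signal reports loss of binding between His-tagged CBF-beta and biotin-labelled RUNX1, each at 30 nM. Proteins are pre-associated for 20 minutes, compounds added for 15 minutes, then beads for 90 minutes, all at ambient temperature.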
GAA glycogen mod: qHTS Assay for Inhibitors and Activators of Human alpha-Glucosidase Cleavage of Glycogen; Lysosomal alpha-glucosidase (Homo sapiens), P10253; AID 2100, 2009; 300,000 tested, 0.38% active; Potency, µM (titrated, usually from 76.4 µM), for the others: top-dose activity change, negative = inhibition, hits mostly inhibitors; recombinant GAA, glycogen substrate, Amplex Red glucose oxidase fluorescence;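 note: potency is the fitted concentration of half-maximal effect; 0% = full enzyme reaction and -100% = no-enzyme basal signal; the screen sought inhibitors and activators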
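Recombinant human alpha-glucosidase (4 nM final) hydrolysed bovine liver glycogen (30 ug) for 40 min at 37 C in pH 5.0 citrate/phosphate with 0.01% Tween-20. Released glucose detected by glucose oxidase/Amplex Red, Ex 573/Em 610 nm. Compounds up to 77 uM; AC50 from Hill fits.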
GAA inhib: qHTS Assay for Inhibitors of Human alpha-Glucosidase as a Potential Chaperone Treatment of Pompe Disease | Lysosomal alpha-glucosidase (Homo sapiens), P10253 | purified human GAA, 4-MU-alpha-glucoside fluorescence | Potency, µM (series often up to 76.9 µM), for the others: at the top dose activity change, negative = inhibition, most hits filed as inhibitors | 200,000 tested, 0.005% active | AID 1466, 2008;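 note: potency is the fitted concentration of half-maximal effect; plate controls were uninhibited enzyme wells for no effect and no-enzyme background for full effect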
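Fluorescence at Ex 365/Em 440 nm from 4-methylumbelliferone reported enzyme activity after 20 min at room temperature. Reactions used 4 nM enzyme and 400 uM substrate at pH 5.0; curves fitted with the Hill equation.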
LMNA splice mod: qHTS Assay for Modulators of Lamin A Splicing; Potency, µM (series often up to 46.1 µM), without a hit: at the highest dose ratio change, negative = inhibition, most hits filed as inhibitors; 200,000 tested, 0.01% active; HeLa LMNA splicing GFP/RFP minigene ratio, 48 h; AID 1487, 2009; active = well fitted inhibition curve with a large enough effect in the signal ratio, with a control signal flat, not every such curve was filed as active; inconclusive = small, poorly fitted or top-dose-only effect, or effect the other way, or a change in a side signal; the % refers to the signal ratio; note: potency is the fitted concentration of half-maximal effect; % is set by controls: 0 for no effect and ±100 for the full control effect
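S3 HeLa stable clones carrying a lamin A-EGFP splicing minigene plus DsRed2 were seeded at 600 cells/well in Opti-MEM with 2% FBS, pin-dosed and incubated 48 h at 37°C. Acumen cytometry (488 nm) gave the GFP/RFP total-intensity ratio.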
* hit, by the source's call; u = inconclusive; x = no result given; & = joins results of further samples; [ ] = dose if it differs, or a comment. Unless noted, calls come from the whole dose curve; as a rule, active = well fitted curve in the direction sought with a large enough effect; inconclusive = small, poorly fitted or top-dose-only effect, or another doubt; inactive = no such curve, though single readings can be large; an effect the other way counts as inactive or inconclusive. These rows are one share of the data; rates above refer to the full screens.

Letters – A = HTT aggregate; B = HTT ATP protect; C = aGlu spleen mod; D = CBFb RUNX1 block; E = GAA glycogen mod; F = GAA inhib; G = LMNA splice mod
> O=C(O)[C@H]1NC[C@H]2C[C@H]21
  A: 16%	B: -33%	C: 0%	D: 1%	E: 6%	F: 0%	G: x

> CNC(Cc1c[nH]c2ccccc12)C(=O)O (stereo not given)
  A: x	B: -5%	C: 1%	D: -15%	E: x	F: x	G: x

> CCN(CC)C(=O)c1ccc(NC(=O)Nc2ccccc2F)cc1
  A: 18%	B: -172%[inhibitor]	C: 2%	D: -5%	E: -8%	F: -6%	G: 14%[46 µM]

> CC(=NCc1cccnc1)c1c(O)n(-c2ccccc2)c(=O)[nH]c1=O
  A: -1%	B: -16%	C: 5%	D: -1%	E: 7%	F: 2%	G: -1%

> CN1C(=O)C(=Cc2ccccc2OCc2ccc(Cl)cc2)C(=O)N(C)C1=O
  A: -15%	B: 14%[10 µM]	C: -5%	D: 21%	E: -1%	F: 8%	G: -7%

> Cc1oc(-c2cccs2)nc1CSCC(=O)N1CCC2(CC1)OCCO2
  A: -14%	B: -14%	C: -1%	D: -1%	E: 1%	F: -2%	G: -3%

> CCCCCCC(C)(C)c1ccc([C@@H]2C[C@H](O)CC[C@@H]2CCCO)c(O)c1
  A: x	B: -28%	C: 6%	D: -5%[21.7 µM]	E: x	F: x	G: x

> CC(C)CCOC(=O)c1c(N)n(CC2CCCO2)c2nc3ccccc3nc12 (stereo not given)
  A: u	B: -30%[0.074 µM]	C: u	D: u	E: 5%	F: u	G: 6%

> CC(C(=O)Nc1ccc(Br)cc1C(=O)c1ccccc1)N1CCCCC1 (stereo not given)
  A: -4%	B: -15%	C: 6%	D: -3%	E: 6%	F: 6%	G: -4%

> CCOc1ccc(-c2cc(C)[n+](CCN(CC)CC)c(-c3ccc(OCC)cc3)c2)cc1
  A: u	B: -33%[10 µM]	C: -1%	D: 0%	E: 2%	F: x	G: x

> COCC#CCN1CCCCC1c1cccnc1 (stereo not given)
  A: x	B: -6%	C: 9%	D: -9%	E: x	F: x	G: x

> Nc1cc(N2CCNCC2)c([N+](=O)[O-])cc1Cl
  A: 27%	B: -1%[10 µM]	C: -9%	D: -1%	E: 6%	F: 5%	G: 2%

> Cc1nn(Cc2ccc(Cl)cc2Cl)c(Cl)c1C(=O)Nc1ccc(OC(F)F)cc1
  A: -11%	B: 15%[0.074 µM]	C: -8%	D: 3%	E: 6%	F: -3%	G: 6%

> COc1cc(C)c(-c2nc(CN3C[C@@H]4C[C@@H](C3)c3cccc(=O)n3C4)c(C)o2)cc1C
  A: 19%[9.22 µM]	B: -3%[10 µM]	C: -1%	D: -2%	E: -3%	F: x	G: x

> Cc1c(C(=O)c2cccc3ccccc23)c2cccc3c2n1[C@H](CN1CCOCC1)CO3
  A: x	B: -11%	C: 5%&5%&-3%	D: u	E: x	F: x	G: u

> ClCc1ccccc1
  A: x	B: 4%	C: 13%	D: -6%[21.7 µM]	E: x	F: x	G: x

> CC(C)NS(=O)(=O)c1ccc(OCC(=O)N2CCN(Cc3ccc4c(c3)OCO4)CC2)c(Cl)c1
  A: -29%	B: -22%	C: -5%	D: 7%	E: -24%	F: 1%	G: u

> C/C(CC(c1ccccc1)c1c(O)c2ccccc2oc1=O)=N\NC(N)=S (stereo not given)
  A: u	B: x	C: 3%	D: 6%	E: u	F: 3%	G: u

> Cn1c(O)c(C=NC2CC(C)(C)NC(C)(C)C2)c(=O)n(C)c1=O
  A: 4%	B: 8%	C: 10%	D: 2%	E: 10%	F: 1%	G: 13%

> O=C1NC(=O)C(CCc2ccccn2)(Cc2ccc3c(c2)OCO3)C(=O)N1CCc1ccccc1 (stereo not given)
  A: u	B: -31%	C: 0%	D: -14%	E: 0%	F: -25%	G: -8%

Another view of five compounds above.
SMILES	HTT aggregate	HTT ATP protect	aGlu spleen mod	CBFb RUNX1 block	GAA glycogen mod	GAA inhib	LMNA splice mod
Cn1c(O)c(C=NC2CC(C)(C)NC(C)(C)C2)c(=O)n(C)c1=O	4%	8%	10%	2%	10%	1%	13%
Cc1nn(Cc2ccc(Cl)cc2Cl)c(Cl)c1C(=O)Nc1ccc(OC(F)F)cc1	-11%	15%[0.074 µM]	-8%	3%	6%	-3%	6%
ClCc1ccccc1	x	4%	13%	-6%[21.7 µM]	x	x	x
CC(C)NS(=O)(=O)c1ccc(OCC(=O)N2CCN(Cc3ccc4c(c3)OCO4)CC2)c(Cl)c1	-29%	-22%	-5%	7%	-24%	1%	u
Cc1c(C(=O)c2cccc3ccccc23)c2cccc3c2n1[C@H](CN1CCOCC1)CO3	x	-11%	5%&5%&-3%	u	x	x	u

Other entries follow:
Letters – A = HTT aggregate; B = HTT ATP protect; C = aGlu spleen mod; D = CBFb RUNX1 block; E = GAA glycogen mod; F = GAA inhib; G = LMNA splice mod
> O=C(c1ccccc1)c1cn(CC(=O)N2CCOCC2)c2ccccc12
  A: 4%	B: -7%	C: -10%	D: 4%	E: -7%	F: -10%	G: 6%

> NCCCP(=O)(O)CC1CCCCC1
  A: x	B: -11%&2%	C: 13%&-11%	D: 9%	E: x	F: x	G: x

> CCOc1ccc(NC(=O)c2ccc(NC(=O)COC(=O)Cc3ccccc3)cc2)cc1
  A: -4%	B: -1%[10 µM]	C: -5%	D: -5%	E: -3%	F: 8%	G: -13%

> O=[N+]([O-])C(Br)(CO)CO
  A: 6%	B: 9%	C: x	D: x	E: x	F: x	G: u

> Cn1c(O)c(C(=Nc2ccccc2)SCc2ccccc2Cl)c(=O)n(C)c1=O
  A: -22%[9.22 µM]	B: 25%[10 µM]	C: 2%	D: 4%	E: 1%	F: x	G: x

> CCS(=O)(=O)N1CCCC(C(=O)N2CCC3(CC2)OCCO3)C1 (stereo not given)
  A: -4%	B: 8%	C: -6%	D: 0%	E: 5%	F: 9%	G: -1%[0.0737 µM]

> CC(=O)Nc1ccccc1C(=O)OCc1ccccc1F
  A: -7%	B: -22%	C: 4%	D: 18%	E: 19%	F: 3%	G: u

> CC(=O)N1CN(C(C)=O)CN(C(C)=O)C1
  A: 24%	B: -14%	C: -1%	D: 9%	E: 10%	F: -2%	G: 10%[46 µM]

> O=C(NC1CCCCC1)Oc1cc2oc(=O)sc2cc1Cl
  A: 5%[9.22 µM]	B: 4%[10 µM]	C: -5%	D: 5%	E: u	F: x	G: x

> NCC(CC(=O)O)c1ccc(Cl)cc1 (stereo not given)
  A: -3%&12%	B: -14%[0.074 µM]	C: 3%&3%&-4%&-9%&-3%	D: 11%&9%&30%&17%&11%	E: -1%	F: -1%	G: u

> O=C(NCc1ccccn1)c1ccccc1Cl
  A: 0%	B: -11%	C: 3%	D: -1%	E: -1%	F: -11%	G: -4%

> COc1ccc(C2(C#N)CC[N+](C)(C)CC2)cc1
  A: -12%	B: 14%	C: -15%	D: 1%	E: 4%	F: -7%	G: 1%

> CN1CC(C(=O)c2ccc(F)cc2)C(c2c(F)cccc2Cl)C1 (stereo not given)
  A: 24%[9.22 µM]	B: 2%	C: -1%	D: 2%	E: 11%	F: 3%	G: 2%[46 µM]

> COc1ccccc1N1C(=O)NC(=O)/C(=C/c2ccc([N+](=O)[O-])s2)C1=O
  A: -3%[9.22 µM]	B: 20%[10 µM]	C: -10%	D: u	E: -7%	F: x	G: x

> CCN1CCN(c2ccc([N+](=O)[O-])cc2C(=O)OC)CC1
  A: 27%[9.22 µM]	B: 12%[10 µM]	C: -2%	D: -1%	E: 7%	F: -7%	G: x

> CC(=NCCN1CCOCC1)c1c(O)n(-c2ccccc2C)c(=O)[nH]c1=O
  A: 0%	B: -12%	C: 4%	D: 1%	E: 7%	F: 1%	G: -4%

> Cc1ccnc(NS(=O)(=O)c2ccc(N=Cc3c(O)n(C)c(=O)n(C)c3=O)cc2)n1
  A: 9%	B: -14%	C: 2%	D: -6%	E: -3%	F: 5%	G: x

> CCCCn1cnc2cc(NCc3cccc(OC)c3O)ccc21
  A: -2%	B: -29%[0.074 µM]	C: 2%	D: -4%	E: u	F: -5%	G: 1%

> CC1=CC(C)C(COC(N)=O)(COC(N)=O)C(C)C1 (stereo not given)
  A: -4%	B: -15%[0.074 µM]	C: 12%	D: 2%	E: -1%	F: -3%	G: 1%

> CCN(CC)C(=O)c1ccc(NC(=O)c2cc(-n3cnnc3)ccc2Cl)cc1
  A: -26%	B: -2%[0.074 µM]	C: -5%	D: 7%	E: -3%	F: 2%	G: 10%

> CN(C)C(Cc1ccc(Cl)cc1)C(=O)c1ccccc1 (stereo not given)
  A: -10%	B: -15%[10 µM]	C: -10%	D: -7%	E: 12%	F: -5%	G: -10%

> CC(C)(C)OC(=O)c1c(N)n(Cc2ccco2)c2nc3ccccc3nc12
  A: -24%	B: -36%	C: 29%	D: 12%	E: 3%	F: u	G: -8%

> CC(C)[C@]1(NC(=O)[C@@H]2C=C3c4cccc5[nH]cc(c45)C[C@H]3N(C)C2)O[C@@]2(O)C3CCCN3C(=O)[C@H](Cc3ccccc3)N2C1=O (stereo not given in full)
  A: x	B: -12%[1.9 µM]	C: 20%	D: u	E: x	F: x	G: x

> CCN(CC)C(=O)N[C@@H]1C[C@H]2c3cccc4[nH]cc(c34)C[C@@H]2N(C)C1
  A: x	B: u	C: 9%&8%[29.1 µM]	D: -4%&-14%[21.7 µM]	E: x	F: x	G: u

> O=P(O)(O)Cc1ccccc1OP(=O)(c1ccccc1)c1ccccc1
  A: 0%	B: -10%	C: 4%	D: 7%	E: 4%	F: 3%	G: -2%

> CCC(=NCC1CCCO1)c1c(O)n(-c2ccc(OC)cc2)c(=O)[nH]c1=O (stereo not given)
  A: -3%[9.22 µM]	B: 15%[10 µM]	C: 0%	D: 3%	E: 5%	F: -9%	G: x

> CC(C)Cn1cc(C(=O)N2CCC3(CC2)OCCO3)c2c3ccccc3n(C)c2c1=O
  A: 5%	B: -32%	C: 14%	D: 1%	E: u	F: u	G: -5%
